Screens (PubChem BioAssay)
Casp6 inh: human caspase-6 inhibitors, primary screen, biochemical, VEID-R110 fluorescence, single point, set 2. purified caspase-6, Z-VEID-R110 cleavage fluorescence. inhibition, % at 12.5 µM. 350,000 compounds, 0.53% hits. AID 686996, 2013;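 active means mean inhibition across replicates at least about 35%, with every replicate also reaching that limit, limit read from the data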;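 further: 0% = median of neutral control wells and 100% = no fluorescence left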
Target sequence (P55212 24-179 limits assumed): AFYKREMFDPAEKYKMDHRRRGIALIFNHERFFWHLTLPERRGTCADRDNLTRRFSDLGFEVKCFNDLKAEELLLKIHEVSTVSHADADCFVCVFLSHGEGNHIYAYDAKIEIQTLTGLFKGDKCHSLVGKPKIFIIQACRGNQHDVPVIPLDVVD
Target sequence (P55212 194-293 limits assumed): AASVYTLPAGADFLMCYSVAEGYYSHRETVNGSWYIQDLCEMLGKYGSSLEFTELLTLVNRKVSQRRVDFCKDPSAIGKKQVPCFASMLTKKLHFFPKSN
PGC1a acetyl inh: inhibitors of PGC1a acetylation signal, primary screen, cell-based, U2OS, AlphaScreen, inhibitor mode. AlphaScreen anti-acetyl-lysine; with virally co-expressed GCN5 acetyltransferase. inhibition, % at 15.6 µM. 350,000 compounds, 0.17% hits;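 active means every replicate shows inhibition of at least 40%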;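 further: 0% = neutral control wells and 100% = positive control wells; some results beyond the cut were filed as inactive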
Cneo AK release: Cryptococcus neoformans cell lysis inducers, primary screen, AK release luminescence, single concentration | C. neoformans lysis, adenylate kinase release luminescence, 4 h; normalised: neutral wells 0, clomiphene wells 100 | lysis activity, % at 15 µM | AID 651654, 2012 | 360,000 compounds, 0.2% hits;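 active means mean lysis activity across replicates of at least 80%, whatever share of replicates individually reach that level; inactive means mean lysis activity below 80%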
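Test system: log-phase Cryptococcus neoformans yeast cells. Input: 5 × 10^6 yeast cells/mL. Medium: fresh YPD growth medium. Doses: single dose. Incubation: static 4 h at 37 °C with compound, 1 h detection. Measured by: luminescent adenylate kinase detection reagent. Read-out: signal increase indicating cell lysis. Benchmarks: Clomiphene.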
PAX8 inh HTS: inhibitors of PAX8-driven TPO luciferase reporter, primary screen, RMG-I cells, single concentration; AID 652154, 2013; 360,000 compounds, 1.2% hits; SteadyGlo, 24 h; inhibition, % at 12.6 µM;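 active means mean replicate inhibition at least 60% with every replicate also reaching 60%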;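 further: luciferase light reporting Pax8 driven TPO promoter activity; plate controls were median of neutral control wells for no effect and mitoxantrone controls for full effect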
LGR2 antag: inhibitors of bursicon-induced LGR2 CRE-luciferase signal, primary screen, cell-based, HEK293, CRE-luciferase reporter, bursicon stimulation; inhibition, % at 9.99 µM; 380,000 compounds, 0.35% hits; Drosophila bursicon receptor LGR2 (rickets); AID 720647, 2013; bursicon-stimulated, 4 h;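 active means drop in luminescence signal, shown as inhibition above about 50% in the replicate tests, limit read from the data, passing the limit was not always enough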;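 further: agonist challenge used bursicon conditioned medium at about half maximal strength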
miR122 inh: miR-122 Renilla sensor signal increase in Huh7, primary screen, miR-122 inhibitor project, cell-based, single point, plate reader; Huh7 miR-122 Renilla luciferase sensor, 48 h; neutral wells = 0, positive control = 100; activation (reporter increase), % at 12.5 µM; 340,000 compounds, 0.3% hits; AID 602342, 2012;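 active means mean replicate activation score at least 90 and every replicate individually at or above 90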;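 further: higher luciferase means less miR-122 activity so hits act as miR-122 inhibitors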
FN deposit inh: inhibitors of fibronectin matrix deposition, primary screen, AH1F cells, Alexa488-fibronectin fluorescence, plate reader; AH1F fibroblasts, overnight; inhibition, % at 12.6 µM; 350,000 compounds, 0.086% hits; AID 743247, 2014;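 active means mean inhibition across replicates of 30% or more, regardless of how many single replicates reach that level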;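 further: positive control wells lacked labelled fibronectin entirely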
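Material: AH1F fibroblast monolayer depositing Alexa488-labelled fibronectin into matrix | Input: 10000 AH1F cells/well | Medium: DMEM plus 2% serum, read in PBS | Reagent: Alexa488-fibronectin, 24 nM final in well | Compound dosing: One dose per compound, pinned | Schedule: 1 h adhesion, overnight exposure | Measured by: Fluorescence at 485 nm excitation, 525 nm emission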
EWS-Fli inh: EWS/Fli-driven NR0B1 reporter inhibitors, primary screen, A673 cells, NR0B1 luciferase, luminescence, MLPCN library; viability-normalised; 350,000 compounds, 0.67% hits; AID 651661, 2012; inhibition, % at 12.6 µM;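 active means mean inhibition of at least 50% after viability correction, with every replicate also passing that limit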;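 further: firefly luciferase signal divided by Alamar Blue viability fluorescence both relative to DMSO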
Numbers without * were called inactive; · = no result given; & = joins results of further samples; [ ] = remark or other dose.

mol	Casp6 inh	FN deposit inh	EWS-Fli inh	PGC1a acetyl inh	miR122 inh	Cneo AK release	PAX8 inh HTS	LGR2 antag
Cc1cccc(N(C(=O)Cn2nnc(-c3ccccc3F)n2)C(C(=O)NC(C)(C)C)c2ccncc2)c1 (configuration not stated)	2	1	1	-4	·	·	23	12
CCCc1ccc2oc(C(=O)N(Cc3nccn3C)C(C)C)c(C)c2c1	-3	-11	-31	-11	2	0	-30	-24
CC=Cc1ccc2n(c1=O)C[C@@H]1[C@@H](CO)[C@H](C(=O)N(C)C)N(C(=O)CC)[C@H]21 (mixture of isomers)	0	-4	-2	3	·	·	·	5
O=C(Nc1cccc2c1CCCC2)C1CCN(c2nnnn2-c2ccccc2)CC1	·	-3	·	-3	-13	-2	·	·
Cc1ccn(CC(=O)N2N=C(C(F)F)CC2(O)C(F)F)n1 (configuration not stated)	1	0	-1	7	·	·	2	6
Cc1ccc(OCC(=O)N2CCCCC2C)c([N+](=O)[O-])n1 (configuration not stated)	-1	0	-4	·	0	1	-4	-6
Cc1cccc(NC2=CC(=O)CC(C)(C)C2)c1C	0	-5	-7	·	·	·	-4	-1
O=C(NCc1ccccc1Cl)[C@@H]1CCCN1S(=O)(=O)c1ccc(Cl)cc1	3	11	15	-5	-4	-1	57	-8
Cc1cc(C(=O)OCC(=O)NCc2ccco2)c(C)o1	9	·	-4	·	·	·	11	11
CC1(C)Cc2ccccc2-c2nc(-c3ccccc3)oc(=O)c21	·	-6	·	4	7	11	·	·
CC1(C)CC2(CCCN(CC(O)(c3ccccc3)c3ccccc3)C2)CCO1 (configuration not stated)	-5	0	8	-18	-13	-1	-10	-7
CS(=O)(=O)Nc1ccc2c(c1)[C@@H]1C[C@@H](CC(=O)NCc3ccccn3)O[C@@H](CO)[C@@H]1O2	-6	·	4	-1	0[16.7 µM]	-11	-8	-8
CNc1ncc(C(=O)c2ccc(F)cc2)s1	-4	-2	-24	3	-2	·	-24	-56
O=C(NCc1cccnc1)c1ccc(Cl)cc1[N+](=O)[O-]	·	3	·	6	1	-2	6	·
COc1ccccc1C(=O)Nc1ccc(S(=O)(=O)Nc2cnc3ccccc3n2)cc1	2	10	-7	·	·	0	-4	7
CCc1cc(CNC(=O)C2CCC(=O)N(CCc3ccc(OC)cc3)C2)on1 (configuration not stated)	-5	-6	·	-2	-2	0	-1	-17
O=[N+]([O-])c1ccccc1N(S(=O)(=O)c1ccccc1)S(=O)(=O)c1ccccc1	-3	-12	3	-10	6	0	23	-1
Cc1c(C(=O)OCC(=O)N2CC(C)OC(C)C2)oc2ccc(Br)cc12 (configuration not stated)	·	-9	·	2	-2	0	·	·
CO[C@H]1CN(C)C(=O)c2ccc(NC(=O)Nc3ccccc3)cc2OC[C@H](C)N(C(=O)CC2CC2)C[C@H]1C	1	1	-18	-12	-1[16.7 µM]	-1	·	-20
COc1ccc(NC(=O)C2CCC2)cc1S(=O)(=O)Nc1cc(C)ccc1Br	-1	·	-3	-7	170*	0	10	12
Cc1ccsc1/C=N/NC(=O)Cc1cc(=O)[nH][nH]1	7	-1	-53	-6	-2	1	-7	-20
COC(=O)C1=NN(C(C)(C)CC(C)=O)C2C(=O)N(C3CCCCC3)C(=O)C12 (configuration not stated)	1	0	6	·	-1	·	-21	-7
O=c1[nH]c(=O)n([C@H]2C[C@H](O)[C@@H](CO)O2)cc1F	-6	8&-24	64*	·	-9	-1	17	17
O=C(CCN1CCCCC1)N/N=C/c1ccc(Br)cc1	2	·	-3	·	·	·	-5	-15
C[C@@H]1CN([C@H](C)CO)S(=O)(=O)c2ccc(C#Cc3ccncc3)cc2O[C@@H]1CN(C)S(=O)(=O)c1ccc(F)cc1	2	·	15	29	32[16.7 µM]	-5	·	20
NNc1cc2c(nn1)CCN(C(=O)c1ccccc1)C2	·	9	-2	·	·	0	6	3
CC(C)n1ncc2c(C(=O)Nc3ccc(S(N)(=O)=O)cc3)cc(C3CC3)nc21	-57	12	-4	5	-6	-1	-1	-14
CCOC(=O)c1c(OCC)[nH]c2c1cc(O)c1ccccc12	·	8	·	8	8	2	·	·
COc1cc2c(cc1OC)C(c1ccccc1)N(C(=O)c1ccccc1F)CC2 (configuration not stated)	0	3	3	-7	-10	1	-2	15
COC(=O)C[C@H]1CC[C@H](NS(=O)(=O)c2cn(C)cn2)[C@@H](CO)O1	-1	2	2	·	·	·	9	-4
C[C@@H]1CN([C@@H](C)CO)C(=O)c2cccc(NC(=O)c3ccc(-c4nccs4)cc3)c2O[C@H]1CN(C)Cc1ccc(Cl)c(Cl)c1	3	-1	10	18	3[16.7 µM]	4	·	36
Cc1nc2ccc(S(=O)(=O)NC(C(=O)N3CCC(C)CC3)C(C)C)cc2s1 (configuration not stated)	0	-4	0	1	-2	-3	-12	-17
COc1ccc(NC(=O)N2CCCCN3[C@@H](CO)[C@H](c4ccc(C5=CCCCC5)cc4)[C@@H]3C2)cc1	-1	·	71*	-17	1[16.7 µM]	49	-12	-9
Cc1ccc2c(CN3CCCCC3C)cc(=O)oc2c1 (configuration not stated)	1	8	5	·	·	-1	-19	2
CCOC(=O)C1=CCN(S(=O)(=O)c2ccccc2C(=O)OC)C1c1ccc(Cl)cc1 (configuration not stated)	1	-3	-6	-15	-2	-1	-6	5
CCCCSc1nnc(-c2c[nH]c3ccccc23)n1C	1	7	-23	·	·	8	-87	-89
CCC(=O)NC(c1cccc([N+](=O)[O-])c1)c1c(O)ccc2ccccc12 (configuration not stated)	5	-3	-6	-5	3	·	11	19
CCOc1ccccc1OCCOc1ccccc1OC(C)C	·	·	·	0	-1	-2	·	-3
O=C(NCCCO)c1cc([N+](=O)[O-])cc2c1C=Cc1ccccc1O2	89*	-3	0	10	-2	8	-4	7
O=C(c1ccc(N2C(=O)C3CCCCC3C2=O)cc1)N1CCCCC1 (configuration not stated)	·	3	·	-1	-2	1	7	13
COc1ccc(CC(=O)OCC(=O)NCc2ccc(C)cc2)cc1OC	0	3	-1	·	·	·	3	-6
O=C(C(=C1NCCN1)n1cncn1)c1ccccc1	·	5	·	1	-7	2	-21	13
CCN(CC)CCN1CCn2c3c(c4cc(C)ccc42)CCCC31 (configuration not stated)	-5	-1	1	·	·	·	14	-7
COc1ccccc1NCC(=O)N/N=C(\C)c1cccs1	5	-1	-31	7	·	·	28	-5
N/C(=N\OC(=O)c1cnn(-c2ccccc2)c1C(F)(F)F)c1ccc(C(F)(F)F)cc1	1	5	3	·	·	·	7	18
O=C(Nc1cccc(C(F)(F)F)c1)C1CCCCC1	·	·	·	11	0	1	·	-6
O=C(Nc1ccc2oc(-c3ccncc3)nc2c1)c1ccco1	-2	-5	-44	18	-8	1	-45	-16
O=C(NCCN1CCOCC1)c1ccc(NS(=O)(=O)c2ccccc2)cc1	3	·	0	·	·	1	-12	-12
CCOc1ccccc1NC(=O)CNC(=O)N1CC(=O)Nc2ccccc21	-3	4	16	-3	15	1	27	-2
Cc1ccccc1-c1ccc2c(c1)O[C@H](CN(C)Cc1ccncc1)[C@@H](C)CN([C@H](C)CO)S2(=O)=O	-2	·	17	-33	12[16.7 µM]	-5	·	3
O=C(C1CCOCC1)N1CC(=O)N2[C@H](C1)[C@H](c1ccc(/C=C/c3ccccc3)cc1)[C@@H]2CO	3	0	4	-1	·	·	12	-1
C[C@H](CO)N1C[C@H](C)[C@@H](CN(C)S(=O)(=O)c2ccc(F)cc2)Oc2ccc(NC(=O)Cc3ccccc3)cc2C1=O	1&3	5&4	-7&6	2	1[16.7 µM]	-1&6	5&14	-14&11
COc1cc2cncc(Cc3ccccc3)c2cc1O	1	23	-3	-6	8	-4	-3	8
COc1ccc(CC(=O)N/N=C/c2sccc2C)cc1	-2	5	-10	-4	5	1	2	-22
